3CLpro inhibitor: SARS-CoV 3CLpro protease inhibition. P0C6X7. recombinant SARS-CoV 3CLpro, quenched FRET peptide cleavage. inhibition, % at 6 µM. 290,000 tested, 0.14% active. AID 1706; in the data active = inhibition above about 12%
SSB-PriA inh: inhibitors of Klebsiella pneumoniae PriA binding to SSB C-terminal tail; 430,000 tested, 0.6% active; inhibition, % at 33 µM; AlphaScreen SSBct-PriA binding, biotinylated peptide; AID 1272365; in the data active = inhibition mostly above about 37%, no sharp cut-off; inactive = mostly below about 20%;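 also: plate controls were negative control peptide for no effect and reference peptide for full effect; strong numbers were not always called active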
Y pestis TopoI: Y. pestis Topo-I inhibition via cleavage products; Y. pestis Topo-I cleavage product accumulation, plate reader; activity, % at 10 µM; 360,000 tested, 0.064% active; in the data active = activity above about 50%, passing the limit was not always enough; also: inactives centre near 2
Anthrax LF prot: blocks Bacillus anthracis lethal factor protease; 360,000 tested, 0.12% active; P15917; inhibition, % at 10 µM; multiplex microsphere protease cleavage assay, LF; in the data active = inhibition above about 30%; also: plate controls were buffer without enzyme for full effect and enzyme alone for no effect
Target sequence (P15917 whole entry, looked up): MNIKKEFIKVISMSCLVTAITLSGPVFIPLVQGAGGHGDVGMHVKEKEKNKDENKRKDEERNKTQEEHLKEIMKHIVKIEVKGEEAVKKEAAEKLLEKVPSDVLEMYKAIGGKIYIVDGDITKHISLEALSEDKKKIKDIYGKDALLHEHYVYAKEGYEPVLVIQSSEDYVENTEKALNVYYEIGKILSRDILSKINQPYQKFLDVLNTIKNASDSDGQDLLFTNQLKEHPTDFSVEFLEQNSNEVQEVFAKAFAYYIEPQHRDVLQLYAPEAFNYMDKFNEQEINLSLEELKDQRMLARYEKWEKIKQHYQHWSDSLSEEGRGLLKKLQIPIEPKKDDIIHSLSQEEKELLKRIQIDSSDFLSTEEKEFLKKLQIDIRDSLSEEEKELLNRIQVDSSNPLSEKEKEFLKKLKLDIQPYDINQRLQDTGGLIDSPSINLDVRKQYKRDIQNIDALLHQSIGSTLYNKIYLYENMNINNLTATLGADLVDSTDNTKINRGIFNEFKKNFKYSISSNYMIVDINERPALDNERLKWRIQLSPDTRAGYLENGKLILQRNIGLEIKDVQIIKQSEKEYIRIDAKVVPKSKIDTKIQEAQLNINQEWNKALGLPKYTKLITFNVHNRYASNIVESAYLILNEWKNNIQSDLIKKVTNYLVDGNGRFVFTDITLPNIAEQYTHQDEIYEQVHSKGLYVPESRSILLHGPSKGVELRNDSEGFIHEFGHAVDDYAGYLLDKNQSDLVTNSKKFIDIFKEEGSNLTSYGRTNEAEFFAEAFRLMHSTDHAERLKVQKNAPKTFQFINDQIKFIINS
PfHsp40 yeast: restores yeast growth despite PfHsp40 toxicity; S. cerevisiae expressing PfHsp40, growth rescue, ATP luminescence; growth rescue, % at 12.5 µM; 340,000 tested, 0.68% active; AID 504582; in the data active = growth rescue above about 28%, passing the limit was not always enough;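 also: yeast W303a lacking pdr1 and pdr3 grown in galactose medium; growth measured after three days at 30 °C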
Rv3671c inh: Rv3671c (M. tuberculosis) protease inhibition. inhibition, % at 5.96 µM. 320,000 tested, 0.048% active; in the data active = inhibition above about 38%;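 also: extracellular domain of Rv3671c used as enzyme; 0% = enzyme with DMSO and 100% = no enzyme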
BH1578 lux ind: inducers of Vibrio cholerae quorum light production without autoinducers | activation, % at 18.7 µM | AID 588436 | 350,000 tested, 0.16% active | V. cholerae BH1578 lux reporter, luminescence, 6 h; in the data active = activation mostly above about 9.7%, no sharp cut-off; also: not every result past the cut was called active; inactives centre near 0; reference of the scale not given here
VHR inh abs: inhibitors of human VHR1 phosphatase (DUSP3); P51452; recombinant VHR phosphatase, pNPP absorbance; inhibition, % at 13.3 µM; 290,000 tested, 0.52% active; AID 1654; in the data active = inhibition above about 50%; also: some compounds called inactive have numbers as strong as hits
Target sequence (P51452 whole entry, looked up): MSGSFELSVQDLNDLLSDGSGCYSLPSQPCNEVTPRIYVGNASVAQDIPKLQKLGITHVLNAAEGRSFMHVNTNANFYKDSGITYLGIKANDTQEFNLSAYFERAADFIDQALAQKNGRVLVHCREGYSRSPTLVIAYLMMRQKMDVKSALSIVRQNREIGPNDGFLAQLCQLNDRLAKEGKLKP
MazEF act: increases E. coli MazEF RNase cleavage of RNA | P0AE70 | 350,000 tested, 0.32% active | FAM/BHQ RNA-DNA oligo cleavage fluorescence, 5 h | activation, % at 20 µM; in the data active = activation above about 50%
Target sequence (P0AE70 whole entry, looked up): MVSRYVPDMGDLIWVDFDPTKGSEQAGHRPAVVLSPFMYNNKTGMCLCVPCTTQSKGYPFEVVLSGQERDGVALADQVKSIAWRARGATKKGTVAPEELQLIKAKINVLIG
TcdB GH inh: blocks C. difficile toxin B glycohydrolase activity. AID 652162. 350,000 tested, 0.24% active. TcdB glycohydrolase enzymatic assay, plate reader. P18177. inhibition, % at 9.99 µM; in the data active = inhibition above about 10%
An asterisk follows results filed as active; i = inactive; x = not tested or not shown; & = joins results of further samples. Only part of the results is shown, so the mix of outcomes need not match the whole.

SMILES | 3CLpro inhibitor | SSB-PriA inh | Y pestis TopoI | Anthrax LF prot | PfHsp40 yeast | Rv3671c inh | BH1578 lux ind | VHR inh abs | MazEF act | TcdB GH inh
CCNc1nc(NCC)n2c(SCC(=O)c3ccc(C(C)C)cc3)nnc2n1 | 2 | -7 | -7 | 0 | -0.3 | 3 | -0.3 | 12 | -1 | -0.9
Cc1ccc(C)c(OCCC(=O)NNC(=O)c2ccncc2)c1 | x | 3 | 2 | -3 | -0.1 | 1 | 0.7 | x | 4 | 2.6
Cc1ccsc1C(=O)N(c1nc2ccccc2s1)c1c(C)cccc1C | -4 | -13 | -7 | 7 | -0.6 | 1 | -0.4 | 12 | 10 | x
Cc1ccc(S(=O)(=O)Cc2ccc(C(=O)N3CCN(c4ccccn4)CC3)o2)cc1 | -3 | -4 | -4 | -8 | 1.1 | 2 | -0.5 | -10 | 6 | 1.5
COc1ccc(NC(=O)C2(C)CCCN2C(=O)C(C)C)cc1OC (stereo unspecified) | x | x | -2 | 7 | x | x | -1.2 | x | x | -2.0
Cc1ccc(S(=O)(=O)Nc2cc(C(=O)O)ccc2N2CCCCC2)cc1 | -3 | -5 | -6 | -2 | -0.7 | -2 | -0.2 | 10 | -8 | 3.2
O=Nc1c2nc3ccccc3n(O)c-2c2ccccc12 | -4 | x | -10 | 12 | -0.5 | -50 | 5.5 | 15 | x | x
NCCc1nnc(SCC(N)=O)o1 | -4 | -13 | -4 | -9 | -0.3 | -6 | -0.7 | 3 | 5 | x
Cc1c(C(C)C)c(=O)n(-c2ccc(S(=O)(=O)NCc3ccccc3)cc2)n1C | 4 | -4 | 8 | -6 | 0.0 | -2 | i | 21 | 4 | 0.6
Cc1cccc(OCc2nnc(SCC(=O)N3c4ccccc4Sc4ccc(Cl)cc43)o2)c1 | -1 | -8 | 3 | 1 | -1.3 | -6 | -0.2 | 3 | -2 | 0.9

3 entries from above, arranged by SMILES length, rising.
SMILES | 3CLpro inhibitor | SSB-PriA inh | Y pestis TopoI | Anthrax LF prot | PfHsp40 yeast | Rv3671c inh | BH1578 lux ind | VHR inh abs | MazEF act | TcdB GH inh
NCCc1nnc(SCC(N)=O)o1 | -4 | -13 | -4 | -9 | -0.3 | -6 | -0.7 | 3 | 5 | x
CCNc1nc(NCC)n2c(SCC(=O)c3ccc(C(C)C)cc3)nnc2n1 | 2 | -7 | -7 | 0 | -0.3 | 3 | -0.3 | 12 | -1 | -0.9
Cc1c(C(C)C)c(=O)n(-c2ccc(S(=O)(=O)NCc3ccccc3)cc2)n1C | 4 | -4 | 8 | -6 | 0.0 | -2 | i | 21 | 4 | 0.6

Going on with the list.
SMILES | 3CLpro inhibitor | SSB-PriA inh | Y pestis TopoI | Anthrax LF prot | PfHsp40 yeast | Rv3671c inh | BH1578 lux ind | VHR inh abs | MazEF act | TcdB GH inh
CCn1c(SCC(=O)N/N=C/c2cc(OC)c(OC)c(OC)c2)nc2ccccc21 | -5 | x | 21 | 1 | 0.2 | -15 | i | -8 | -6 | 1.3
O=C(NNS(=O)(=O)c1ccc(F)cc1)c1ccccc1F | -2 | -4 | 3 | 18 | -0.8 | 3 | 0.2 | 21 | 1 | -6.7
CCc1ccccc1NC(=O)CNC(=O)c1cccc(S(=O)(=O)N2CCN(Cc3ccccc3)CC2)c1 | x | -7 | 14 | 1 | -0.8 | 0 | 4.2 | x | -5 | 1.7
CC1Cc2ccccc2N1C(=O)c1ccc2snnc2c1 (stereo unspecified) | 1 | -12 | -6 | 0 | -0.2 | 7 | 1.7 | 2 | -10 | 1.8
O=C(c1ccc2c(c1)OCO2)N(CC1CCCO1)C1(C(=O)NC2CCCCC2)CCCCC1 (stereo unspecified) | -3 | -13 | 18 | -4 | 0.2 | 6 | -28 | 6 | 0 | x
C=CCn1c(-c2ccncc2)n[nH]c1=S | -9 | 3&-1 | 4 | 7 | -0.5 | 2 | -0.3 | 33 | 7 | 4.5
CCN(CC(=O)Nc1ccccc1OC)C(=O)CSCC(=O)Nc1cccc(C)c1 | x | 5 | 4 | 12 | 0.7 | x | -0.3 | x | 5 | -0.2
CCOc1ccc(C(=O)Nc2cccc(-c3cc4ccccc4oc3=O)c2)cc1[N+](=O)[O-] | 0 | -2 | 8 | 1 | -1.5 | -65 | -0.4 | 29 | 6 | x
O=C(CN1CCOCC1)NCCNC(=O)CN1CCOCC1 | -4 | -4 | -3 | 2 | -0.8 | -3 | x | 2 | 0 | x
CN(C)C(=O)N1CCN(C(=O)N(C)C)CC1 | 3 | -6 | 2 | -4 | 0.1 | 4 | i | -2 | -3 | x
COc1cc(OC)cc(C(=O)Nc2ccc3nc4n(c(=O)c3c2)CCCC4)c1 | -2 | -17 | -8 | 4 | 1.4 | -1 | 0.7 | -4 | 14 | 1.1
CCOC(=O)CSc1ncnc2c1cnn2-c1ccccc1 | 0 | -18 | 3 | -3 | 2.2 | -3 | i | 12 | -6 | x
CCN(C[C@H]1N[C@@](CC)(C(=O)OC)[C@H]2C(=O)N(Cc3ccccc3)C(=O)[C@@H]12)C(=O)Nc1ccc(OC)cc1 | x | -3 | -3 | 0 | -1.0 | 0 | -2.0 | x | 6 | -2.4
CC1CCCC(C)N1C(=O)Cn1c(SCC(=O)Nc2ccc3c(c2)OCO3)nc2ccccc21 (stereo unspecified) | 3 | -4 | 5 | -7 | -0.5 | -2 | -1.7 | 25 | -3 | x
O=C(NCC1CCCO1)c1ccc2c(=O)n(CC3CCCO3)c(SCC(=O)N3CCCC3)nc2c1 (stereo unspecified) | 0 | -5 | -2 | -2 | -0.7 | 3 | -5.2 | -3 | 3 | 1.7
Nc1nc(N)c2c(n1)CN(Cc1ccc(Cl)cc1)C2 | x | x | -4 | -3 | x | x | -0.5 | x | 8 | 4.9
C=CCC[C@H](Cc1ccc(F)cc1)C(=O)OC[C@H](Cc1c[nH]c2ccccc12)NC(=O)[C@@H](CC=C)CC(=O)NCCO | x | 15 | 10 | -6 | 47* | -3 | -0.7 | x | 4 | 0.5
CCOC(=O)N1CCN(C(=O)CN(C2CCCCC2)S(=O)(=O)c2ccc(Cl)cc2)CC1 | -3 | 5 | 4 | -1 | 1.0 | -4 | -0.2 | 24 | -3 | 2.1
O=C1CN=C(Nc2ccccc2Cl)N1c1ccccc1 | -7 | 1 | -2 | -5 | -0.2 | -6 | x | 6 | 3 | -0.8
CCOc1ccc(NC(=O)CCN2CCN(S(=O)(=O)c3ccc(OC)cc3)CC2)cc1 | 3 | -9 | 21 | 2 | -0.9 | -3 | 0.2 | 36 | 5 | x

Quoted at random: 4 records from the list, in no set order.
SMILES | 3CLpro inhibitor | SSB-PriA inh | Y pestis TopoI | Anthrax LF prot | PfHsp40 yeast | Rv3671c inh | BH1578 lux ind | VHR inh abs | MazEF act | TcdB GH inh
Cc1ccc(S(=O)(=O)Nc2cc(C(=O)O)ccc2N2CCCCC2)cc1 | -3 | -5 | -6 | -2 | -0.7 | -2 | -0.2 | 10 | -8 | 3.2
Nc1nc(N)c2c(n1)CN(Cc1ccc(Cl)cc1)C2 | x | x | -4 | -3 | x | x | -0.5 | x | 8 | 4.9
O=C(NCC1CCCO1)c1ccc2c(=O)n(CC3CCCO3)c(SCC(=O)N3CCCC3)nc2c1 (stereo unspecified) | 0 | -5 | -2 | -2 | -0.7 | 3 | -5.2 | -3 | 3 | 1.7
C=CCn1c(-c2ccncc2)n[nH]c1=S | -9 | 3&-1 | 4 | 7 | -0.5 | 2 | -0.3 | 33 | 7 | 4.5

The listing continues.
SMILES | 3CLpro inhibitor | SSB-PriA inh | Y pestis TopoI | Anthrax LF prot | PfHsp40 yeast | Rv3671c inh | BH1578 lux ind | VHR inh abs | MazEF act | TcdB GH inh
COCC(=O)Nc1cc(C)cn(Cc2ccccc2Cl)c1=O | -1 | -8 | -4 | -6 | -0.6 | -1 | i | 15 | 4 | 2.0
Fc1ccc(N2N=C(c3cccs3)CC2c2ccco2)c(F)c1 (stereo unspecified) | -1 | -62 | 14 | -7 | 3.8 | 5 | -0.2 | -3 | 2 | x
CCOc1ccc(NC(=O)CSc2ccc(-c3ccco3)nn2)cc1 | -2 | 2 | 0 | 5 | 0.2 | -1 | 0.5 | 11 | -8 | 1.7
CCC1S/C(=C(\C#N)C(N)=O)N(c2ccc(F)cc2)C1=O (stereo unspecified) | -6 | -10 | -5 | -3 | 0.2 | 10 | 6.7 | 15 | -7 | x
Cc1ccc(C(=O)N2CCN(c3cnn(C)c(=O)c3Cl)CC2)cc1 | 0 | -7 | 5 | 2 | 0.6 | -3 | 1.8 | 14 | -4 | 0.9
CC(=O)Oc1ccccc1C(=O)C=Cc1cccc([N+](=O)[O-])c1 | x | x | 3 | -9 | 128* | x | -0.1 | x | 9 | 3.5
COc1cc(C2OCC3C(c4ccc(OC5OC(CO)C(O)C(O)C5O)c(OC)c4)OCC23)ccc1O (stereo unspecified) | 2 | -8 | -2 | -2 | -0.3 | 8 | -0.3 | 26 | 1 | -5.3
O=C(CSc1ccc(Cl)cc1)NCc1ccco1 | -3 | -2 | -10 | -2 | 0.2 | 3 | 1.1 | 7 | 10 | 1.5
CC(C)(C)CC(C)(C)NCC(O)COCCOc1ccc(Br)cc1 (stereo unspecified) | 2 | -7 | -1 | -2 | 0.1 | -10 | -0.3 | -5 | 16 | x
CCC(=O)N(Cc1ccc(C)cc1)Cc1cc2cc3c(cc2[nH]c1=O)OCO3 | -3 | -7 | -1 | -3 | -0.8 | 0 | -0.2 | 11 | -22 | 1.7
COc1cc(SC#N)ccc1N=Cc1c(C)[nH]n(-c2cccc3ccccc23)c1=O | 3 | 4 | x | x | x | -1 | x | 3 | 5 | x
N#Cc1ccsc1NC(=O)c1cccc(-n2cnnn2)c1 | -7 | -6 | 1 | 5 | 0.8 | -38 | -0.4 | 26 | 3 | 1.0
NC(=O)c1nc2c([nH]c1=O)CCCC2 | x | x | 6 | -2 | x | x | i | x | 3 | -1.1
O=C(O)C1CCCN1c1nc(Cl)ccc1[N+](=O)[O-] (stereo unspecified) | x | x | 3 | 0 | x | x | i | x | -11 | 0.5
Cc1ccc(NC(=O)CC2S/C(=N/N=C/c3c[nH]c4ccccc34)NC2=O)cc1 (stereo unspecified) | 0 | x | -1 | -2 | -0.9 | -10 | i | 8 | 11 | x
C=CCn1c(C)cc(-c2csc(NC)n2)c1C | -4 | 16 | -18 | -50 | 1.6 | x | -1.3 | 30 | -34 | 0.7
COc1ccc(N(C(C)=O)S(=O)(=O)c2cccs2)cc1 | -1 | -4 | -3 | 2 | 0.5 | 3 | i | -5 | -2 | -6.0
Cc1cccc(C)c1NC(=O)N1CCCC1C(=O)Nc1ccc(-n2cnnn2)cc1 (stereo unspecified) | -4 | -6 | 1 | -4 | -0.8 | 3 | -0.3 | 4 | -9 | 0.7
CC(=C1C(=O)c2ccccc2C1=O)N1CCN(C/C=C/c2ccccc2)CC1 | -4 | 9 | -1 | -5 | 0.2 | 0 | -0.7 | 6 | 2 | x
COc1cccc(NC(=O)Cn2c(=O)n(CCC(=O)NCc3ccco3)c(=O)c3ccccc32)c1 | 2 | -5 | 5 | -1 | -0.2 | -4 | i | 5 | 2 | -0.5
Cc1ccc(/C=N/Nc2nnc(Cc3ccccc3)c(=O)[nH]2)o1 | -5 | x | 0 | -1 | 0.6 | 2 | -0.3 | 15 | 7 | 0.2
COc1ccc(CNC(=O)C(c2ccco2)N(C(=O)c2ccccn2)c2ccccc2)cc1 (stereo unspecified) | 3 | -9 | -7 | 0 | -1.9 | 4 | -0.3 | 30 | -8 | -0.4
O=S(=O)(NC1CCCCCC1)c1ccc(Br)s1 | 4 | -3 | -11 | 0 | 59* | 4 | i | 31 | -5 | x
c1ccc(COc2ncnc3c2ncn3CCCNCc2cccs2)cc1 | x | x | 13 | 0 | x | x | -0.2 | x | 6 | 0.7
COc1ccc(NC(=O)N(CCCN(C)C)Cc2cc3cc(OC)ccc3[nH]c2=O)cc1 | 1 | -8 | -6 | 0 | 0.7 | 3 | -0.6 | 6 | 12 | x
Cn1c(N)c(C(=O)COC(=O)Cc2ccc(Br)cc2)c(=O)n(C)c1=O | x | -14 | 6 | 2 | -0.1 | 6 | 5.7 | x | 10 | 0.3

Screens as filed in PubChem.
